Bioassay records deposited in PubChem BioAssay by several laboratories.
CHRM5 agonist – CHRM5 agonism in calcium assay; CHO-K1 hM5 cells, Fluo-8 calcium fluorescence; 0% DMSO wells, 100% maximal acetylcholine response; activation, % at 3 µM; 360,000 tested, 0.19% active; AID 624037;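 active = activation above the run's mean over test compounds plus 3 SD, cut at about 23% in these data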;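 also: signal is peak over basal fluorescence ratio across the kinetic read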
Target sequence (P08912 whole entry, looked up): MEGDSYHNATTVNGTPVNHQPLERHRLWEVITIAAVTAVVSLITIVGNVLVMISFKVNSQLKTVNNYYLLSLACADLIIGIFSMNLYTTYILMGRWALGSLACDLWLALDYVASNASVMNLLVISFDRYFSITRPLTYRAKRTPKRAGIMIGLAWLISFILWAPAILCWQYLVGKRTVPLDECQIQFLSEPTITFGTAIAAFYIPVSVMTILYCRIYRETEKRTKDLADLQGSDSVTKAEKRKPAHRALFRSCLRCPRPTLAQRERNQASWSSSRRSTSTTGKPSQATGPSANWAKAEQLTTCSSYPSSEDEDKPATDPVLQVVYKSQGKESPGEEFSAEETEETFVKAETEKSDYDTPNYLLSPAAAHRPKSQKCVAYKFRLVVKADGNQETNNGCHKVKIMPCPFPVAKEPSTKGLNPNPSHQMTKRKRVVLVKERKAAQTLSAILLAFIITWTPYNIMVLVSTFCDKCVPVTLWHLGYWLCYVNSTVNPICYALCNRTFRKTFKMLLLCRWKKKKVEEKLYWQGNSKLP
M4 PAM – CHRM4 positive allosteric modulation; P08173; CHO-K1 hM4/Gqi5, Fluo-8 calcium fluorescence, ACh EC20; 0% = ACh EC20, 100% = maximal ACh; activation, % at 3 µM; 360,000 tested, 0.4% active;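 active = activation above its plate's cutoff, the mean activation of sample wells plus 3 SD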; also: some results filed as inactive read as strong as hits
Target sequence (P08173 whole entry, looked up): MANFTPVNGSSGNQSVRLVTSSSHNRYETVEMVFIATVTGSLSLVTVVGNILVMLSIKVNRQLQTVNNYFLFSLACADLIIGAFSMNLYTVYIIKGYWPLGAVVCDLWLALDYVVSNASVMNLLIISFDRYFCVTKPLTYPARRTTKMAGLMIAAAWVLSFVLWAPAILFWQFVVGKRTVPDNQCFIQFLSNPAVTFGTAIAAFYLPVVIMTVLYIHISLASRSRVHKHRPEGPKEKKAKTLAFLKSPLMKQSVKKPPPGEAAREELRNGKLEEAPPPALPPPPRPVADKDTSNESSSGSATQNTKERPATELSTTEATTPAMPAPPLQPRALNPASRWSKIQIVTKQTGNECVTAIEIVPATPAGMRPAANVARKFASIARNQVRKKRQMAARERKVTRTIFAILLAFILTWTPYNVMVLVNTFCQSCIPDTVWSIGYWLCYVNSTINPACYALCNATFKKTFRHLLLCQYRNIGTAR
M5 PAM – potentiates acetylcholine response at human M5 receptor; P08912; CHO-K1 hM5, Fluo-8 calcium, ACh EC20 PAM; 0% = ACh EC20, 100% = ACh EC100; activation, % at 3 µM; 360,000 tested, 0.3% active; AID 624038;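 active = activation above the run cutoff, the mean activation of all test compounds plus 3 SD, cut at about 18% in these data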
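Replicates: One well per compound, no replicates | System: Human M5 receptor in CHO-K1 cells | Benchmarks: Low control EC20 acetylcholine (0%), high control EC100 acetylcholine (100%) | Probe or stimulus: Acetylcholine, EC20 level | Times: Fluo-8 loading 80 min at 37 °C plus 30 min room temperature | Signal: Intracellular calcium via Fluo-8 fluorescence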
M1 PAM – human CHRM1 positive allosteric modulation; P11229; CHO-K1 hM1, Fluo-8 calcium fluorescence, ACh EC20; 0% = ACh EC20, 100% = maximal ACh; activation, % at 3 µM; 360,000 tested, 0.088% active; AID 588819; in the data active = activation above about 19%, passing the limit was not always enough
M1 antag – blocks human M1 muscarinic receptor; inhibition, % at 3 µM; CHO-K1 hM1, Fluo-8 calcium fluorescence, ACh EC80 antagonist; 360,000 tested, 1.3% active;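 active = percent inhibition above its own plate's cutoff, namely the mean of that plate's compound wells plus 3 SD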;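 also: peak over basal fluorescence ratio during 140 s after agonist addition; 0% = ACh EC80 plus DMSO and 100% = DMSO alone without agonist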
M5 antag – blocks acetylcholine activation of human M5 receptor; P08912; CHO-hM5 cells, Fluo-8 calcium fluorescence, ACh EC80; inhibition, % at 3 µM; 360,000 tested, 0.59% active;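 active = inhibition above a per-plate cutoff, the mean of that plate's test compounds plus 3 SD, cut at about 27% in these data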;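 also: 0% = acetylcholine EC80 with DMSO and 100% = DMSO without agonist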
M4 antag – blocks acetylcholine activation of human M4 receptor. CHO-hM4 cells, ACh EC80, Fluo-8 calcium fluorescence. inhibition, % at 3 µM. AID 624125. 360,000 tested, 0.73% active;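 active = inhibition above its plate's cutoff, the mean inhibition of sample wells plus 3 SD, cut at about 27% in these data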;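 also: 0% = acetylcholine EC80 with DMSO and 100% = DMSO without agonist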
M4 ag – CHRM4 agonism in calcium assay; P08173; activation, % at 3 µM; CHO-K1 hM4/Gqi5, Fluo-8 calcium fluorescence; vehicle 0%, full acetylcholine response 100%; 360,000 tested, 0.14% active;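 active = activation above the run mean over all test wells plus 3 SD, cut at about 32% in these data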;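 also: peak over basal fluorescence ratio per well then scaled between controls; 0% = DMSO wells and 100% = acetylcholine at EC100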
CRFBP-R2 agonist – CRF-BP/CRF-R2 complex agonism. HEK293 CRF-R2/CRF-BP, calcium dye fluorescence (FLIPR); percent of saturating CRF peptide response. activation, % at 13.2 µM. 350,000 tested, 0.46% active;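 active = activation of at least 50%, plus an integration ratio under a set limit after plate pattern correction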;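 also: plate controls were neutral control wells without compound for no effect and CRF at EC100 for full effect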
Numbers without * were called inactive; x = not tested or not shown.

SMILES | CHRM5 agonist | M4 PAM | M5 PAM | M1 PAM | M1 antag | M5 antag | M4 antag | M4 ag | CRFBP-R2 agonist
Cc1nc2ccc(NC(=O)c3ccc(S(=O)(=O)N(C)c4ccccc4)cc3)cc2s1 | 2 | -7 | -14 | -12 | 20 | 16 | 2 | 12 | 9.2
CC(c1ccccc1)n1cnc2ccccc21 (stereo unspecified) | -9 | 7 | -11 | 1 | 0 | -1 | 3 | 1 | -0.3
COc1cc(NC(=O)CN2C(=O)c3ccccc3S2(=O)=O)cc(OC)c1 | 6 | 3 | 1 | 7 | -5 | 4 | 5 | 2 | 0.1
O=S(=O)(Cc1ccccc1)Cc1cnc(Cl)s1 | 2 | 15 | 13 | 9 | -1 | -7 | -3 | 2 | -0.2
Cc1cccc(N2CCN(C(=O)COCc3cc(-c4ccc5c(c4)OCO5)on3)CC2)c1C | 0 | -4 | 0 | 1 | 9 | 0 | -1 | 3 | 3.0
COc1ccc(CN(C(=O)Cn2nnc3ccccc32)C(C(=O)NC(C)(C)C)c2ccco2)cc1 (stereo unspecified) | 1 | -6 | 4 | 0 | 3 | 2 | 4 | 1 | -1.1
CC(=O)CC1(O)C(=O)N(CN2CCN(c3ccccc3)CC2)c2ccccc21 (stereo unspecified) | 0 | -2 | 1 | 1 | 3 | -4 | -1 | 0 | -0.3
COC(=O)c1c(C)oc(C)c1S(=O)(=O)NCc1ccc(Cl)cc1 | -2 | -12 | -2 | 1 | 1 | 12 | 13 | 0 | -2.9
Cc1ccc(Sc2ncccc2COC(=O)NC(C)C)cc1 | -4 | 7 | 9 | 10 | -8 | 3 | -7 | 0 | -1.8
Cc1cccnc1C(NC(=O)C1CCN(Cc2ccc3ccccc3n2)CC1)c1ccc(Cl)cc1 (stereo unspecified) | -2 | -6 | -10 | -24 | 31* | 0 | -7 | 8 | x
CCSc1ccccc1C(=O)N1CCC2(CC1)CC(=O)c1ccccc1O2 | -1 | -5 | -3 | -3 | 6 | -7 | -6 | 10 | 0.4
O=C(Nc1cccc(C(=O)O)c1)/C(=C\c1cccc([N+](=O)[O-])c1)NC(=O)c1ccc(Br)cc1 | 0 | 14 | 3 | -21 | 61* | -1 | -15 | 1 | -1.1

Limited to M4 antag, M4 PAM and M5 PAM, for six of the compounds above:
| SMILES | M4 antag | M4 PAM | M5 PAM |
| --- | --- | --- | --- |
| Cc1nc2ccc(NC(=O)c3ccc(S(=O)(=O)N(C)c4ccccc4)cc3)cc2s1 | 2 | -7 | -14 |
| CC(c1ccccc1)n1cnc2ccccc21 (stereo unspecified) | 3 | 7 | -11 |
| COc1cc(NC(=O)CN2C(=O)c3ccccc3S2(=O)=O)cc(OC)c1 | 5 | 3 | 1 |
| O=S(=O)(Cc1ccccc1)Cc1cnc(Cl)s1 | -3 | 15 | 13 |
| Cc1cccc(N2CCN(C(=O)COCc3cc(-c4ccc5c(c4)OCO5)on3)CC2)c1C | -1 | -4 | 0 |
| COc1ccc(CN(C(=O)Cn2nnc3ccccc32)C(C(=O)NC(C)(C)C)c2ccco2)cc1 (stereo unspecified) | 4 | -6 | 4 |

Following part
SMILES | CHRM5 agonist | M4 PAM | M5 PAM | M1 PAM | M1 antag | M5 antag | M4 antag | M4 ag | CRFBP-R2 agonist
Nc1nc(SCC(=O)O)[nH]c(=O)c1NC(=O)c1ccco1 | 1 | 0 | 3 | 0 | 1 | -12 | -3 | 1 | -0.8
COc1ccccc1/C=C/C=N/NC(=O)c1cnccn1 | -3 | -5 | 2 | 5 | -4 | 6 | -5 | 2 | -1.1
CCC1(CC)N([O-])C(C)=C(c2ccccc2)[N+]1=O | -4 | 4 | 0 | 8 | -2 | -4 | 3 | 1 | 3.3
C=C(C)Cn1c(N2CCC(Cc3ccccc3)CC2)nc2c1c(=O)[nH]c(=O)n2C | -8 | 8 | -6 | 9 | -4 | -2 | -5 | -1 | -6.3
Cn1c(CCNC(=O)c2ccc(Cl)cc2)n[nH]c1=S | -1 | 6 | 0 | 4 | -11 | -1 | 7 | 1 | 1.3
COc1ccc2c(=O)c3c(=O)n(Cc4ccco4)c(-c4ccco4)nc3oc2c1 | 3 | -1 | -6 | 5 | -4 | 4 | -3 | 0 | 0.0
Cc1ccc(CNC(=O)C2CC(c3cccc(F)c3)=NO2)cc1 (stereo unspecified) | 0 | 2 | 3 | 2 | -2 | 15 | 6 | 2 | -0.1
CCOC(=O)C1=C(N)OC2=C(C(=O)CCC2)C1c1ccccc1OC (stereo unspecified) | -1 | 9 | 0 | 2 | 2 | -4 | 0 | 1 | -1.8
CN1C(=S)SC(N(O)C(=O)NC2CCCCC2)C1(C)C (stereo unspecified) | -1 | 9 | 3 | 0 | 6 | 4 | 7 | 0 | -0.3
COc1cccc(Nc2nc3ccccc3nc2NS(=O)(=O)c2ccc(NC(C)=O)cc2)c1 | 6 | 0 | -2 | 9 | -4 | 15 | 4 | 3 | -1.4
COC(=O)c1cn(-c2ccccc2)nc1-c1ccc(OC)c(OC)c1 | 6 | 5 | 19* | 13 | -9 | 12 | -24 | 5 | 0.7
O=C(NCCN1CCC(n2c(=O)[nH]c3ccccc32)CC1)c1cc(F)cc(F)c1 | -3 | 3 | -4 | x | x | -13 | -20 | 4 | x
Cc1ccc(/C=N/n2c(C)nnc2C)s1 | -2 | 0 | 1 | 11 | -13 | 4 | 13 | 0 | -1.2
O=C1c2cccnc2C(O)N1Cc1ccc(F)cc1 (stereo unspecified) | 2 | -1 | -1 | -7 | 0 | 6 | -6 | 0 | 0.0
C/C(=N\NC(=O)c1cc2ccccc2cc1O)c1cccs1 | 1 | -1 | -3 | -1 | -2 | -2 | 3 | 2 | 12
Cc1ccccc1N1CC(C(=O)Nc2ccc3c(c2)OCO3)CC1=O (stereo unspecified) | -1 | 6 | -3 | 7 | -7 | 5 | -6 | 2 | -1.5
CCOc1cc(NC(=O)C2CC2)c(OCC)cc1NC(=O)c1cccc(F)c1 | 0 | 5 | 6 | 4 | -8 | 5 | -6 | 2 | 3.0
Cc1ccc(S(=O)(=O)N(c2cccc(C(F)(F)F)c2)C2C=CS(=O)(=O)C2)cc1 (stereo unspecified) | 2 | 0 | 8 | 0 | 0 | -9 | 2 | 1 | 0.5
COc1ccc(C(C)(O)c2nc(-c3ccc(OC)nc3)cs2)cc1 (stereo unspecified) | 1 | -4 | 1 | -2 | 3 | 0 | 6 | 2 | x
CC(=O)C1C(c2ccc(Cl)cc2)c2c(n[nH]c2C)CC1(C)O (stereo unspecified) | -2 | -3 | 1 | 1 | 3 | 2 | -12 | 0 | 0.6
C/C(=N\OCC(=O)Nc1ccc(F)c(F)c1F)c1cc2ccccc2o1 | -3 | 17 | -2 | 1 | -5 | -5 | -27 | 0 | 3.5
COc1cc(-c2nnn(CC(=O)NCc3ccccc3)n2)cc(OC)c1OC | 4 | -3 | -5 | -3 | 9 | -3 | -11 | 5 | 0.2
COc1cc(Cl)c(S(=O)(=O)N2CC(C)OC(C)C2)cc1Cl (stereo unspecified) | -5 | -2 | -3 | 7 | -3 | 3 | 4 | 1 | 0.8
COc1cc(C(=O)OC(C)CN2CCN(C)CC2)cc(OC)c1OC (stereo unspecified) | -2 | 2 | -3 | 2 | -10 | 6 | -1 | 0 | -1.7
COc1ccc(-c2noc(CCC(=O)NC3CCCCCC3)n2)cc1OC | 2 | 0 | 1 | 15 | -27 | 0 | -14 | 3 | -0.6
COc1ccc(C(O)(CCN2CCOCC2)c2ccccc2)cc1 (stereo unspecified) | -8 | -4 | -2 | -12 | 5 | 0 | 7 | 0 | 0.4
C/C(=N\NC(=O)CSc1nc(C)[nH]c1[N+](=O)[O-])c1ccc(F)cc1 | 4 | -7 | 1 | 11 | -17 | 3 | 5 | 1 | -0.3
COC(=O)c1cccc(NC(=O)Cc2coc3cc(OC)ccc23)c1 | 3 | -13 | -2 | -3 | 6 | 6 | 7 | 4 | -0.3
O=C(CCN1CCc2ccccc2C1)Nc1ccccc1F | -4 | 4 | -4 | -1 | 1 | -4 | -2 | 0 | 1.5
CN(C)S(=O)(=O)c1cccc(-c2nnc(SCc3ccc4c(c3)OCCO4)o2)c1 | -3 | -10 | -7 | 0 | 7 | 0 | -1 | 2 | -3.6
CN(C)CCNC(=O)Nc1ccc(Cl)c(Cl)c1 | -5 | 4 | -7 | 7 | -1 | 13 | 0 | 7 | 3.4
COc1ccccc1NC(=O)CSc1nc(SC)ns1 | -5 | -5 | 15 | -4 | 7 | -5 | -9 | 0 | -6.1
COc1cc(C(=O)Oc2ccccc2/C=N/NC(=O)c2ccc(Cl)cc2)cc(OC)c1OC | -4 | -6 | -3 | 1 | -9 | -4 | -22 | 4 | 13
CSC1=NSC2=NC(=O)/C(=C\c3cccs3)C(=N)N12 | 5 | -1 | 0 | 3 | 0 | -2 | 3 | 2 | 0.3
O=C(CSc1nnnn1-c1ccc(F)cc1)NC1CCCCC1 | -4 | -7 | -13 | 4 | -6 | 2 | 2 | 1 | -1.7
Cc1cc(N2C(=O)CC(N3CCN(C(c4ccccc4)c4ccccc4)CC3)C2=O)no1 (stereo unspecified) | -9 | -7 | -23 | -11 | 15 | 12 | 12 | -2 | 0.0

2 entries from above, reformatted.
Below each compound: CHRM5 agonist, M4 PAM, M5 PAM, M1 PAM, M1 antag, M5 antag, M4 antag, M4 ag, CRFBP-R2 agonist
- CN(C)S(=O)(=O)c1cccc(-c2nnc(SCc3ccc4c(c3)OCCO4)o2)c1
    -3, -10, -7, 0, 7, 0, -1, 2, -3.6
- CN(C)CCNC(=O)Nc1ccc(Cl)c(Cl)c1
    -5, 4, -7, 7, -1, 13, 0, 7, 3.4

Remaining list, next part:
SMILES | CHRM5 agonist | M4 PAM | M5 PAM | M1 PAM | M1 antag | M5 antag | M4 antag | M4 ag | CRFBP-R2 agonist
Cc1cc(C)n2c(SCC(C)C)nnc2n1 | -1 | 0 | -4 | 10 | -10 | 6 | 0 | 1 | -1.5
[O-][N+](=Cc1ccccc1)CC1(O)CCCCC1 | 3 | 9 | 3 | 4 | -6 | 12 | -12 | 0 | -2.1
CCOc1ccc(CSC(=N)N)cc1 | -6 | -5 | 2 | 4 | -11 | -7 | -10 | 2 | 2.0
Cc1cccc(NC(=O)C2CC(O)CN2C(=O)OCc2ccccc2)c1 (stereo unspecified) | 1 | -4 | 2 | 4 | -2 | -1 | 4 | 0 | 0.1
COC(=O)[C@@]12C[C@@H](CC(=O)NCc3ccc(OC)c(OC)c3)C(=O)N(Cc3ccco3)C1=CCC(C)(C)C2 | 0 | 4 | -7 | x | x | 13 | -2 | 6 | x
CCCCNC(=O)CCn1c(=O)c2ccccc2n(Cc2cc(C)ccc2C)c1=O | 2 | 12 | -2 | 12 | -9 | -4 | 0 | 1 | 5.2
COc1ccc(NC(=O)C23CCC(C)(C(=O)O2)C3(C)C)cc1 (stereo unspecified) | -1 | 5 | -1 | 7 | 1 | 5 | -2 | 1 | -1.2
CC1CCCN(Cc2ccc(OCc3ccccc3)cc2)C1 (stereo unspecified) | -6 | -17 | -4 | -30 | 73* | 3 | 37* | 4 | 4.8
Cc1cc(NC(=O)Nc2cc(Cl)sc2Cl)no1 | -3 | -5 | -7 | 3 | -5 | -2 | 3 | 2 | 1.7
CNC(=S)Nc1cccc(Cl)c1C | -2 | 7 | -2 | -4 | 7 | 10 | 1 | 1 | 1.2
CCSCCC(NC1=CC(=O)CC(C)(C)C1)C(=O)O (stereo unspecified) | 0 | 7 | -12 | 4 | -8 | 13 | -7 | 1 | -0.9

The order is random; 2.8% or so of the library scored in one or more.
